GLP1R ag: agonists of human GLP-1 receptor | P43220 | HEK293 GLP-1R CRE-luciferase, luminescence, 4-6 h; cells express a hypersensitive GLP-1R form | Potency, µM (doses to about 45.6 µM), without a hit: top-dose activation, most hits filed as activators | 0.007% of 380,000 active; further: potency means the concentration at half of the fitted maximal effect; % of control where 0% means no effect
Target sequence (P43220 whole entry, looked up): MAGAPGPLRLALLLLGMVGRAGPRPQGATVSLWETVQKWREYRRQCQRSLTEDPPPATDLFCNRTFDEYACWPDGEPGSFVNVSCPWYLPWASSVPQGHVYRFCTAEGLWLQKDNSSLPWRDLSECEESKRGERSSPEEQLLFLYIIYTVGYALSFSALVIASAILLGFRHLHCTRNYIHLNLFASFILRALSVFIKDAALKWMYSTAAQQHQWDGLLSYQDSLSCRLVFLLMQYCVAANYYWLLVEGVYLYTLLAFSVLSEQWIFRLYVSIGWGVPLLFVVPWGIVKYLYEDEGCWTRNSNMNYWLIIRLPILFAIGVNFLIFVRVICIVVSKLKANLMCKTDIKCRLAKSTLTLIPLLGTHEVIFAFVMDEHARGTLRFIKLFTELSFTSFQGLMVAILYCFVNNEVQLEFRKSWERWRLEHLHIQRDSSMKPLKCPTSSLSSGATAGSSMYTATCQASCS
HEK293 tox: cytotoxic in the GLP-1 receptor inverse agonist counter-screen | HEK293 cAMP-luciferase reporter cells, luminescence, 24 h | Potency, µM (highest dose often 38.3 µM), for inactives: at the highest dose activity change, negative = inhibition, most hits filed as inhibitors | 0.13% of 410,000 active;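 further: loss of luciferase light is scored as toxicity; potency means the concentration at half of the fitted maximal effect; on the % scale 0 is the no-effect control and ±100 the full control effect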
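Cells in DMEM/10% Nu serum/1% pen-strep, 1536-well format. Pre-incubated 12 h, dosed with 23 nL compound, incubated a further 24 h. Luciferase detection, 12 min at room temp, luminescence.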
DRD3 antagonist: D3 dopamine receptor (human) antagonism; D3R cells, DiscoveRx beta-arrestin luminescence, antagonist mode; hits give low values; max response, negative = inhibition, %; 2.5% of 360,000 active; AID 652054; in the data active means max response below about -50%; inconclusive means no clear call, values can overlap the other calls; further: on the % scale 0 is the no-effect control and ±100 the full control effect; mostly tested at two doses, the higher about 12 µM
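Cells expressing the human receptor were seeded at 1500 cells/well, incubated overnight at 37 degrees C in 5% CO2, then exposed to library compounds with dopamine controls for 90 minutes at 37 degrees C before luminescent detection.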
DRD3 agonist: agonists of human D3 dopamine receptor; P35462; max activation, %; AID 652048; D3R DiscoveRx beta-arrestin cells, luminescence, 90 min; 0.58% of 410,000 active; in the data active means max activation above about 30%; further: 0% is about no effect; mostly tested at two doses, the higher about 12 µM
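Agonist-mode cell screen: cells plated at 1500/well and incubated overnight at 37 °C, then exposed to library compounds for 90 min at 37 °C. Detection reagent was added for 30–60 min at room temperature, and luminescence was read.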
TDP-43 yeast inh: TDP-43 toxicity inhibition in yeast. 1.8% of 410,000 active. Potency, µM (titrated, usually from 46.1 µM), without a hit: at the highest dose growth rescue (activation), actives largely listed as activators. TDP-43 expressing yeast growth rescue, BacTiter-Glo, 24 h; further: potency means the concentration at half of the fitted maximal effect; % of control where 0% means no effect; nearly all actives have a fitted effect of over 50% in size
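Yeast expressing TDP-43 (pregrown in raffinose, seeded at OD600=0.02 in galactose medium) exposed to compounds 24 hr at 30 deg C. Growth read by BacTiter-Glo luminescence; rescue of toxicity appears as increased signal.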
KB-V1 MDR tox: kills drug-selected multidrug resistant KB-V1 cells. AID 1347076. KB-V1 MDR cells viability, CellTiter-Glo, 72 h. 3.4% of 400,000 active. Potency, µM (series often up to 46.1 µM), for inactives: at the top dose activity change, negative = cytotoxicity, usual class: cytotoxic; further: potency means the concentration at half of the fitted maximal effect; on the % scale 0 is the no-effect control and ±100 the full control effect; nearly all actives have a fitted effect of over 60% in size
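KB-V1 cells (P-gp-expressing MDR subline of KB-3-1) in phenol-red-free DMEM with 10% FBS were exposed to library compounds over a concentration series for 72 h at 37 degrees C. Viability read by CellTiter-Glo luminescence; concentration-effect curves fitted after normalization.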
GLP-1R inv ag: GLP-1 receptor (human) inverse agonism; P43220; HEK293 GLP-1R CRE-luciferase, luminescence, 24 h; GLP-1R form is constitutively active; Potency, µM (doses to about 38.3 µM), inactives show at the top dose activity change, negative = inhibition, hits mostly inhibitors; 1.6% of 410,000 active; further: potency means the concentration at half of the fitted maximal effect; on the % scale 0 is the no-effect control and ±100 the full control effect; nearly all actives have a fitted effect of over 55% in size
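Assay principle: reduced luminescence from a cAMP-responsive reporter in HEK293 cells co-expressing a constitutively active GLP-1R. Conditions: 24 hr compound incubation, 37 deg C, 5% CO2.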
PTHR1 ag: PTHR1 (human) receptor agonism. 0.075% of 410,000 active. Q03431. AID 743266. HEK293 GP2 PTHR1 cells, GloSensor cAMP luminescence, 1 h. Potency, µM (series often up to 115 µM), without a hit: top-dose activation, most hits filed as activators; further: potency means the concentration at half of the fitted maximal effect; nearly all actives have a fitted effect of over 55% in size; some results filed as inactive show a strong effect at the top dose; inactives centre near -15; many of its hits are not listed in these tables
Target sequence (Q03431 whole entry, looked up): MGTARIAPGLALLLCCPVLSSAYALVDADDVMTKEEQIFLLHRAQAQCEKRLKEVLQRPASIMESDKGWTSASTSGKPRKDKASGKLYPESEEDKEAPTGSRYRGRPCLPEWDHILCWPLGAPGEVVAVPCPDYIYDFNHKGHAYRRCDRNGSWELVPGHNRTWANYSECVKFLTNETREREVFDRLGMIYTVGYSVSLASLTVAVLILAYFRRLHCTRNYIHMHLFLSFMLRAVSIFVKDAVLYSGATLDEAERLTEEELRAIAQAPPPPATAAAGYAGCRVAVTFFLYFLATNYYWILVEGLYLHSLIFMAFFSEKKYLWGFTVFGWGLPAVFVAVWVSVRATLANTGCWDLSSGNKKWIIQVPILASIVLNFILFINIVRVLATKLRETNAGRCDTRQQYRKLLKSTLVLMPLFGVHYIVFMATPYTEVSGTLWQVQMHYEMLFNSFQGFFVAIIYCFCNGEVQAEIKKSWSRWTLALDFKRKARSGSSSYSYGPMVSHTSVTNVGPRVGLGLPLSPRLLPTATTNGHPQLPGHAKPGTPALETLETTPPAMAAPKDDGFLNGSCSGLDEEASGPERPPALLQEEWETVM
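HEK-293-derived GP2 cells expressing PTHR1 and a GloSensor cAMP reporter, 3,000/well, plated overnight, given luciferin plus IBMX (each 0.5 mM as added) for 1 h at 37 °C, then compound for 1 h at 37 °C. Luminescence was read after 15 min at room temperature.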
aSyn yeast inh: rescues yeast growth from alpha-synuclein toxicity; 0.14% of 370,000 active; AID 652106; Yeast expressing alpha-synuclein, growth rescue, BacTiter-Glo, 24 h; Potency, µM (series often up to 46.1 µM), without a hit: at the top dose growth rescue (activation), usual class: activators; further: potency means the concentration at half of the fitted maximal effect; % of control where 0% means no effect; nearly all actives have a fitted effect of over 65% in size
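Galactose-induced alpha-syn yeast (OD600=0.02, raffinose-pregrown) + pinned cpd, 24 hr, 30 deg C; growth by BacTiter-Glo luminescence. Growth restoration scores as activation.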
Active calls of the source: *; i = inactive; ? = inconclusive; . = not tested or not shown; & = joins results of further samples; [ ] = another dose, or the depositor's remark. Unless noted, the call rests on the fitted dose curve; in most records, active means well fitted curve in the direction sought with a large enough effect; inconclusive means small, poorly fitted or top-dose-only effect, or another doubt; inactive means no such curve, though single readings can be large; an effect the other way counts as inactive or inconclusive. Only part of the results is shown. The share of hits here may be higher or lower than overall.

SMILES	GLP1R ag	HEK293 tox	DRD3 antagonist	DRD3 agonist	TDP-43 yeast inh	KB-V1 MDR tox	GLP-1R inv ag	PTHR1 ag	aSyn yeast inh
Cc1cc(NC(=O)c2n[nH]c(=O)c3ccccc23)ccc1Br	4%	-8%	1	-14	-14%	0%	29%	i	-1%
Cc1c(NC(=O)CN2CC(C)OC(C)C2)c(=O)n(-c2ccccc2)n1C (stereo not drawn)	4%&0%	2%&3%	-11&-17	1&-6	-25%&-6%	12%&-6%	-7%&-2%	-23%[57.5 µM]	-8%&2%
CN1C2C=C3C(C#N)=C(N)C(C#N)(C#N)C(c4ccc(Br)cc4)C3C1CC2 (stereo not drawn)	-9%	-20%	-9	0	6%	?	-8%	i	1%
Cc1ccc(CN2C(=O)c3ccccc3Sc3ccc(C(=O)NC4CCCC4)cc32)cc1	.	-6%	.	9	12%	.	?	16%	.
COc1cccc(C2CC(=O)Nc3c2c(=O)[nH]c2nc4ccccc4n32)c1 (stereo not drawn)	1%	1%	.	-8	-7%	1%	1%	-29%	-8%
O=C(NCc1ccco1)c1ccc2c(c1)C(=O)N(C1CCCCC1)C2=O	0%	5%	16	-2	9%	16%	-1%	-6%[57.5 µM]	1%
Cc1cc(C)n2nc(S(=O)(=O)NC(C)(C)C)nc2n1	5%	6%	-13	2	13%	-1%	-8%	-23%	1%
CC(C)CCN1CCN(C/C=C/c2ccco2)CC1CCO (stereo not drawn)	-1%	-13%	-9	-11	-6%	0%	-6%	i	-5%
Cc1cccc(C)c1NC(=O)c1ccc(N2CCCC2=O)cc1	-8%	5%	?	-4	5%	?	18%	-28%	-5%[1.84 µM]
C1CCCCCC(NCCN2CCNCC2)CCCCC1	-3%	11µM*	-7	-17	-4%	?	6.3µM*	i	3%
COc1ccc(NS(=O)(=O)c2ccc(NC(=S)NC(=O)c3ccc(Br)cc3)cc2)nn1	-6%	-2%	-53*	-16	22%	2%	0%	-18%	0%
CC1=CN2C(=N)/C(=C/c3ccc(C)o3)C(=O)N=C2S1	4%	9%	-27	-19	0%	-3%	?	-34%[inhibitor]	-6%
CC(=O)NC(CC(=O)N(Cc1ccccc1)c1ccc(C)cc1)c1ccccc1 (stereo not drawn)	-6%	7%	-12	1	19%	-20%	?	-23%	1%
COc1ccc(CNC(=O)COC(=O)c2c(-c3c(F)cccc3Cl)noc2C)cc1OC	1%	-2%	-15	2	-5%	-24%	0%	i	6%
O=S(=O)(/N=C(\c1ccccc1)N1CCOCC1)c1ccc(Cl)cc1	-1%	15%	0	-16	-8%	-13%	20%	-25%	-6%
CCN1C(=O)CC(N2CCN(c3ccc(OC)cc3)CC2)C1=O (stereo not drawn)	-7%	5%	-1	7	9%	29%	6%	i	4%
CCC(=O)Nc1ccc2c(c1)Cc1cc([N+](=O)[O-])ccc1-2	9%	84%[activator]	14	4	0%	6%	16%	i	-11%
O=C(COC(=O)CC1SC(N2CCCC2)=NC1=O)Nc1c(F)c(F)c(F)c(F)c1F (stereo not drawn)	2%	6%	16	2	-1%	0%	4%	?	0%
Fc1ccc(C(c2nnnn2C2CCCC2)N(Cc2ccco2)CC2CCCO2)cc1 (stereo not drawn)	1%	-1%	-29	-6	-8%	?	?	-7%[57.5 µM]	-11%
O=C(NNC(=O)c1cccc2ccccc12)c1ccc(Br)cc1	-2%	7%	-28	2	?	-23%	11%	-83%[inhibitor]	-5%
CC1(C)ON(C2CCCCC2)[C@H]2c3nc4ccccc4n3C[C@H]21	12%	-14%	19	9	10%	-11%	4%	i	3%
C[C@H](CO)N1C[C@H](C)[C@@H](CN(C)S(=O)(=O)c2cn(C)cn2)Oc2c(NC(=O)Nc3ccc(C(F)(F)F)cc3)cccc2C1=O	-1%	1%	1	-20	-1%	?	-8%	i	-1%
CCCOC1CCCN(C(=O)CCc2nnc(-c3ccc4c(c3)OCO4)o2)C1 (stereo not drawn)	2%	0%	-7	-4	15%	?	-20%	-28%	3%
O=C(COC(=O)c1cc(S(=O)(=O)N2CCCC2)ccc1O)Nc1ccc(S(=O)(=O)N2CCOCC2)cc1	-5%	-2%	-1	-3	-15%	9%	-8%	-17%	1%

Look-ups from the entries so far.
GLP1R ag, `CCN1C(=O)CC(N2CCN(c3ccc(OC)cc3)CC2)C1=O` (stereo not drawn) : -7%
TDP-43 yeast inh, `O=C(NCc1ccco1)c1ccc2c(c1)C(=O)N(C1CCCCC1)C2=O` : 9%
TDP-43 yeast inh, `CCCOC1CCCN(C(=O)CCc2nnc(-c3ccc4c(c3)OCO4)o2)C1` (stereo not drawn) : 15%
PTHR1 ag, `CC1=CN2C(=N)/C(=C/c3ccc(C)o3)C(=O)N=C2S1` : -34%[inhibitor]
TDP-43 yeast inh, `COc1ccc(NS(=O)(=O)c2ccc(NC(=S)NC(=O)c3ccc(Br)cc3)cc2)nn1` : 22%

(list continues)
SMILES	GLP1R ag	HEK293 tox	DRD3 antagonist	DRD3 agonist	TDP-43 yeast inh	KB-V1 MDR tox	GLP-1R inv ag	PTHR1 ag	aSyn yeast inh
CN(C)c1ccc(/C=C/c2nc3ccccc3c(=O)n2-c2ccc(C(=O)O)cc2)cc1	15%	.	7	7	-19%	10%	-19%	-64%[inhibitor]	-2%
CC(=O)Nc1cc2cc(NS(=O)(=O)c3ccc(C)cc3)ccc2oc1=O	6%	3%	-8	-3	-18%	?	4%	-20%	?
COc1cccc(N2C(=O)CSC23C(=O)N(Cc2ccccc2F)c2ccccc23)c1 (stereo not drawn)	-1%	2%	.	-6	22%	?	-15%	-28%	0%
Nc1nnc(SCCN2C(=O)c3ccccc3S2(=O)=O)s1	4%	6%	0	-4	-4%	?	1%	i	-12%
COc1ccc(S(=O)(=O)NCc2ccccn2)cc1C	7%	3%	5	3	16%	9%	6%	i	7%
CCn1c(=NC(=O)C2COc3ccccc3O2)sc2c(C)ccc(OC)c21 (stereo not drawn)	-1%	15%	35	4	11%	?	?	i	1%
Cc1cc(C)cc(Nc2nc3cc(Cl)c(Cl)cc3nc2-n2nc(C)cc2C)c1	.	6%	.	-4	3%	6%	3%	i	.
Cn1c(CCNC(=O)c2ccco2)nc2cc(NS(=O)(=O)c3ccccc3)ccc21	-6%	1%	-7	3	2%	-6%	-19%	-1%[57.5 µM]	1%
O=C(Nc1ccc(S(=O)(=O)Nc2ncccn2)cc1)C1CC(=O)N(c2ccccc2)C1 (stereo not drawn)	-13%	9%	-4	-13	-11%	9%	12%	i	-1%
Cc1ccccc1NC(=O)CN1C(=O)N/C(=C\c2ccccc2OCc2ccc(C(=O)O)cc2)C1=O	1%	3%	0	-2	-8%	23%	12%	19%	-4%
COC(=O)c1ccccc1NC(=O)COC(=O)C1CCCCC1	13%	-2%	3	3	6%	-17%	14%	i	-3%
O=C(Nc1cccc(NC(=O)c2ccccc2[N+](=O)[O-])c1)c1ccccc1Cl	-3%	2%	-21	-4	-9%	-6%	-5%	-41%[inhibitor]	-7%

Compound profiles, as listed above:
`O=S(=O)(/N=C(\c1ccccc1)N1CCOCC1)c1ccc(Cl)cc1` is entered as GLP1R ag: -1%; HEK293 tox: 15%; DRD3 antagonist: 0; DRD3 agonist: -16; TDP-43 yeast inh: -8%; KB-V1 MDR tox: -13%; GLP-1R inv ag: 20%; PTHR1 ag: -25%; aSyn yeast inh: -6%
`CN(C)c1ccc(/C=C/c2nc3ccccc3c(=O)n2-c2ccc(C(=O)O)cc2)cc1` is entered as GLP1R ag: 15%; HEK293 tox: .; DRD3 antagonist: 7; DRD3 agonist: 7; TDP-43 yeast inh: -19%; KB-V1 MDR tox: 10%; GLP-1R inv ag: -19%; PTHR1 ag: -64%[inhibitor]; aSyn yeast inh: -2%

Next part:
SMILES	GLP1R ag	HEK293 tox	DRD3 antagonist	DRD3 agonist	TDP-43 yeast inh	KB-V1 MDR tox	GLP-1R inv ag	PTHR1 ag	aSyn yeast inh
CN1CCC(N(C)S(=O)(=O)c2ccc(NC(=O)Cc3ccc(F)cc3)cc2)CC1	-4%	-13%	-23	-19	8%	?	?	-7%	-1%
COc1ccc(N(CC(=O)NCCC2=CCCCC2)S(C)(=O)=O)cc1OC	0%	-8%	8	-11	-13%	-18%	6%	i	-4%
CCCc1nc2oc3c(OCC)ncnc3c2c2c1COC(C)(C)C2	-6%	0%	13	4	-15%	5%	3%	3%[57.5 µM]	1%
O=C(NC(=S)Nc1ccccc1N1CCOCC1)c1cccs1	30%	?	8	1	?	-17%	?	-30%[inhibitor]	4%
CCc1cc2cc(C(=O)N3CCN(c4ccccc4)CC3)sc2s1	-15%	-2%	-2	0	17%	3%	8%	-4%[57.5 µM]	-5%
O=[N+]([O-])c1cc2c(c(CSc3nnc4ccccn34)c1)OCOC2	3%	3%	?	-11	-3%	-2%	10%	i	-1%
CCC(C)(C(=O)NC1CCCCC1)N(Cc1ccco1)C(=O)CC1NC(=O)NC1=O (stereo not drawn)	3%	7%	0	1	1%	9%	24%	-2%[57.5 µM]	1%
COc1ccc(OC)c(/C=C/C(=O)Oc2ccc(C(C)=O)cc2)c1	8%	-4%	-1	10	22%	4%	12%	-9%	-7%
CSc1ccccc1NC(=O)c1cc(-c2ccco2)on1	18%	11%	3	6	3%	-18%	20%	-8%	-13%
Cc1ccc(-c2nc(Nc3ccccc3)n[nH]2)cc1	-6%	-15%	23	-1	10%	13%	?	-26%	-24%
CCC1Oc2ccc(C)cc2N(CC(=O)NCc2ccco2)C1=O (stereo not drawn)	5%	3%	8	4	15%	28%	-8%	-19%	2%
